Chronic BCR inh: qHTS Assay to Find Inhibitors of Chronic Active B-Cell Receptor Signaling; AID 493014, 2011; 0.05% of 340,000 active; Potency, µM (titrated, usually from 46.1 µM), for inactives: at the highest dose ratio change, negative = lower green/red ratio, usual class: inhibitors; ABC-DLBCL IkBa-CBG/CBR reporter, luminescence ratio, 4 h; active means well fitted inhibition curve with a large enough effect in the signal ratio, with a control signal flat, not every such curve was filed as active; inconclusive means small, poorly fitted or top-dose-only effect, or effect the other way, or a change in a side signal; the % refers to the signal ratio;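 further: potency means the concentration at half of the fitted maximal effect; plate controls were basal doxycycline-induced cells for no effect and cells given 10 µM MG132 for full effect; MG132 reads +100%, hits lower the ratio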
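Doxycycline induced both beetle luciferases in TMD8 lymphoma cells; IKK-driven degradation limits the IkappaBalpha-fused green signal, while red luminescence normalises for cell number and nonspecific effects. Compounds tested up to 46 uM, 4 hrs.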
Menin MLL FP TR: qHTS Assay for Inhibitors Targeting the Menin-MLL Interaction in MLL Related Leukemias: Competition With Texas Red Labeled MLL-derived Mutant Peptide | O00255 | Menin + Texas Red MLL mutant peptide, fluorescence polarization | Potency, µM (top dose mostly 61.6 µM), for the others: top-dose FP activity change, negative = inhibition, actives largely listed as inhibitors | 0.23% of 270,000 active; active means well fitted inhibition curve with a large enough effect in the polarisation, with a control signal flat, not every such curve was filed as active; inconclusive means small, poorly fitted or top-dose-only effect, or effect the other way, or a change in a side signal; inactive means no such curve, though single readings can be large or run the other way; the % refers to the polarisation; further: potency means the concentration at half of the fitted maximal effect; % of control where 0% means no effect; many of its hits are not listed in these tables
USP2a block: qHTS Assay for Inhibitors of Ubiquitin-specific Protease USP2a Using CHOP2 as the Reporter. Ubiquitin carboxyl-terminal hydrolase 2 (Homo sapiens), O75604. USP2 core, Ub-CHOP2 coupled fluorogenic reporter, 485/531. Potency, µM (series often up to 38.3 µM), for the others: at the top dose activity change, negative = inhibition, hits mostly inhibitors. 0.01% of 330,000 active;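 further: potency means the concentration at half of the fitted maximal effect; plate controls were DMSO wells for no effect and full inhibition by NEM control for full effect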
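Deubiquitinase activity read as fluorescence (485/531 nm) after Ub-CHOP2 cleavage activates the enterokinase reporter on its substrate; USP2 core 10nM, Ub-CHOP2 and substrate 25nM each, 30min compound preincubation then 60min RT; data normalized to NEM, curves fitted.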
PKM2 activator: qHTS Assay for Activators of Human Muscle isoform 2 Pyruvate Kinase; 0.34% of 260,000 active; Potency, µM (doses to about 57.5 µM), without a hit: top-dose activation, usual class: activators; purified PKM2, Kinase-Glo ATP luminescence, activation; response scale: 0% is enzyme alone, no compound; AID 1631, 2009; Pyruvate kinase PKM (Homo sapiens), P14618; further: potency means the concentration at half of the fitted maximal effect; on the % scale 0 is the no-effect control and ±100 the full control effect; nearly all actives have a fitted effect of over 55% in size
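hPK-M2, >95% pure; 0.1 mM ADP / 0.5 mM PEP final; imidazole pH7.2 buffer w/ 7 mM MgCl2, 50 mM KCl; 1 h RT; Kinase-Glo lum. Intermediate enzyme activity for dual inhibitor/activator qHTS.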
Eya2 phos inh: qHTS Assay for Inhibitors of the Phosphatase Activity of Eya2. AID 488837, 2010. Potency, µM (top dose mostly 76.9 µM), for inactives: top-dose activity, negative = inhibition, usual class: inhibitors. 0.006% of 330,000 active. Protein phosphatase EYA2 (Homo sapiens), O00167. recombinant Eya2, OMFP fluorescence dephosphorylation (OMFP is methylfluorescein phosphate); further: potency means the concentration at half of the fitted maximal effect; on the % scale 0 is the no-effect control and ±100 the full control effect
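Eya2 (0.2 uM) preincubated 10 min at ambient with compound, then OMFP substrate added at 50 uM; 10 min reaction in 50 mM HEPES pH 7.5, 50 mM NaCl, 5 uM MgCl2, 0.05% BSA, 1 mM DTT. Fluorescence read at Ex 485/Em 525 nm.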
hERG WT inh: qHTS for Inhibitors of KCHN2 3.1: Wildtype qHTS. 0.37% of 340,000 active. U2OS, BacMam KCNH2, thallium flux FluxOr; stronger effect = lower value. activity change, % at 1.84 µM. Voltage-gated inwardly rectifying potassium channel KCNH2 (Homo sapiens), Q12809;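 active means maximum activity change below -70%; inconclusive means maximum activity change between -70% and -50%; inactive means maximum activity change above -50%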; further: on the % scale 0 is the no-effect control and ±100 the full control effect
Target sequence (Q12809 whole entry, looked up): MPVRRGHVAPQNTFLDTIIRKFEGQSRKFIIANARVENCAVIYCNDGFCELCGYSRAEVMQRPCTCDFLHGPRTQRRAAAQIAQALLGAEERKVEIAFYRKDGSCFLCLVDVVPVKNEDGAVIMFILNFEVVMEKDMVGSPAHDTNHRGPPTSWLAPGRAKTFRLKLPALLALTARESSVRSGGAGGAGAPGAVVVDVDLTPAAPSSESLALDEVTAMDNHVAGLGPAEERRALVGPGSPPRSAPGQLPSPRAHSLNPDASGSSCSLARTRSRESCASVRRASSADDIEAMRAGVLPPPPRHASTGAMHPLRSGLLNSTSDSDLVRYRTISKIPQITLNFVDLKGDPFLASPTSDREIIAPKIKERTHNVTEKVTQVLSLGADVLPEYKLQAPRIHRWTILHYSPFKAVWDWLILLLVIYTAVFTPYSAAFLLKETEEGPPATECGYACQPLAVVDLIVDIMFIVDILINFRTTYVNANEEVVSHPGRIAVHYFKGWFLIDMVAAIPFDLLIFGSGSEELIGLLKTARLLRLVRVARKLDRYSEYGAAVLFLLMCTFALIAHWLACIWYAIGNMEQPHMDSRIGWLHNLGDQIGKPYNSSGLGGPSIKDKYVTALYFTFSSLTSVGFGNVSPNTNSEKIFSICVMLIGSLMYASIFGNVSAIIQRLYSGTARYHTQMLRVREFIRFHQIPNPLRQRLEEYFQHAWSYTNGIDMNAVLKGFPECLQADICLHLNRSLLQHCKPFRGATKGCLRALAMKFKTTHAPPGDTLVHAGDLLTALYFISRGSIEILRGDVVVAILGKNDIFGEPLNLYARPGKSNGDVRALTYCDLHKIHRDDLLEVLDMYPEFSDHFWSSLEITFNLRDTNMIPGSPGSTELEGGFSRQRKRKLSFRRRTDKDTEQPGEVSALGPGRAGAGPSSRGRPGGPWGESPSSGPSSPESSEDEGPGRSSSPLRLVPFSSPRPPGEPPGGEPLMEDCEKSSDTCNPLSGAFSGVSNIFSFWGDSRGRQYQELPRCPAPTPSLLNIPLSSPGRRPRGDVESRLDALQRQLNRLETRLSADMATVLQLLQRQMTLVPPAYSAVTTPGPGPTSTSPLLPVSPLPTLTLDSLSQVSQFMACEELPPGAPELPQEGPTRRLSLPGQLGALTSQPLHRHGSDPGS
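U2OS cells were transduced with wild-type KCNH2 virus (2.03 x 10^8 / mL) for 4 h at room temperature, then cultured overnight at 37 C. Thallium flux was read with FluxOr dye. Rate constants were normalized to DMSO controls.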
MBNL1 CUG block: qHTS Assay for Inhibitors of MBNL1-poly(CUG) RNA binding; Muscleblind-like protein 1 (Homo sapiens), Q9NR56; TR-FRET MBNL1-His/biotin-(CUG)12 binding, 665/545 ratio; Potency, µM (titrated, usually from 57.5 µM), inactives show top-dose activity change, negative = inhibition, usual class: inhibitors; 0.036% of 280,000 active; AID 2675, 2010; active means well fitted inhibition curve with a large enough effect in the signal ratio, with a control signal flat, not every such curve was filed as active; inconclusive means small, poorly fitted or top-dose-only effect, or effect the other way, or a change in a side signal; inactive means no such curve, though single readings can be large or run the other way; the % refers to the signal ratio; further: potency means the concentration at half of the fitted maximal effect; on the % scale 0 is the no-effect control and ±100 the full control effect
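TR-FRET readout: Ex 340 nm, 665/545 nm emission ratio, normalized to buffer-only (basal) and MBNL1-(CUG)12 controls. Complex of MBNL1-His with Biotin-(CUG)12, compounds 92 nM–58 uM, incubated 60 min at room temperature.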
S-ASM inh: Inhibitors of Secretory Acid Sphingomyelinase (S-ASM): qHTS. Sphingomyelin phosphodiesterase (Homo sapiens), P17405. placental ASM, HMU-PC fluorogenic substrate, 60 min. Potency, µM (top dose mostly 57.5 µM), for inactives: at the highest dose activity change, negative = inhibition, actives largely listed as inhibitors. 0.006% of 340,000 active. AID 504937, 2011; further: potency means the concentration at half of the fitted maximal effect
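Human placenta-derived ASM enzyme was preincubated with compound for 10 minutes at room temperature, then given fluorogenic substrate HMU-PC0 (9 uM final) for 60 minutes at 37 °C; a pH 10 stop preceded fluorescence reading at Ex 386/Em 447 nm.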
Mito fusion yeast: qHTS Assay for Small Molecule Inhibitors of Mitochondrial Division or Activators of Mitochondrial Fusion | 0.23% of 320,000 active | Potency, µM (highest dose often 46.1 µM), for the others: top-dose growth rescue (activation), usual class: activators | S. cerevisiae fusion-defective mutant growth rescue, CellTiterGlo 48 h | AID 485298, 2010;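 further: potency means the concentration at half of the fitted maximal effect; % of control where 0% means no effect; nearly all actives have a fitted effect of over 45% in size; temperature-sensitive fusion mutants such as fzo1-1 at 37 °C on non-fermentable ethanol glycerol medium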
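Temperature-sensitive fusion-defective S. cerevisiae (e.g. fzo1-1, mgm1-5) were grown with compound in YPEG medium (3% ethanol, 3% glycerol) for 48 hours at 37C. Growth rescue was measured as viability by CellTiterGlo luminescence after 10 minutes at ambient.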
GALK inhibitor: qHTS Assay for Inhibitors of Human Galactokinase (GALK); Potency, µM (titrated, usually from 57.5 µM), for inactives: at the highest dose activity change, negative = inhibition, usual class: inhibitors; 0.007% of 270,000 active; P51570; Purified GALK, Kinase-Glo residual ATP luminescence; further: potency means the concentration at half of the fitted maximal effect; on the % scale 0 is the no-effect control and ±100 the full control effect
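Galactose (100 uM) and ATP (35 uM) were turned over by 5 nM GALK for 1 h at RT. Kinase-Glo Plus then converted the remaining ATP into a luminescent signal.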
TSHR antag: Antagonists of the Thyroid Stimulating Hormone Receptor: HTS campaign. 0.2% of 330,000 active. Thyrotropin receptor (Homo sapiens), P16473. activity change, negative = inhibition, % at 11.5 µM. TSHR-expressing cells, TSH-stimulated cAMP HTRF, 2 h; stronger effect = lower value. AID 504810, 2011;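 active means activity change below a set negative limit, meaning inhibition stronger than a set level, cut at about -70% in these data; inconclusive means activity change between two set negative limits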; further: on the % scale 0 is the no-effect control and ±100 the full control effect
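Read-out is FRET at 665 nm (cryptate excitation 337 nm) from a cryptate-tagged anti-cAMP antibody, competed by cell cAMP against cAMP-d2. Compounds are tested on freshly harvested TSHR cells challenged with 4nM TSH (EC80) for 2 hours at 37 deg C.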
* = called active by the depositor; ? = inconclusive; / = no result given; [ ] = remark or other dose. Unless noted, the call rests on the fitted dose curve; in most records, active means well fitted curve in the direction sought with a large enough effect; inconclusive means small, poorly fitted or top-dose-only effect, or another doubt; inactive means no such curve, though single readings can be large; an effect the other way counts as inactive or inconclusive. The list is partial (hit frequency here may not be typical).

SMILES	Chronic BCR inh	Menin MLL FP TR	USP2a block	PKM2 activator	Eya2 phos inh	hERG WT inh	MBNL1 CUG block	S-ASM inh	Mito fusion yeast	GALK inhibitor	TSHR antag
CSCCC(NC(=O)c1ccccc1)C(=O)NCCCn1nc(C)cc1C (stereo unspecified)	?	/	3%	/	-1%	3	/	4%	-4%	/	-2
COc1cc(/C=C/C(=O)OCC(=O)NC(=O)NC23CC4CC(CC(C4)C2)C3)ccc1OCC#N	2%	-2%	5%	0%	-8%	-2	-1%	-23%	15%	1%	-13
CCSc1nnc(NC(=O)C2CCN(S(=O)(=O)c3ccccc3C(F)(F)F)CC2)s1	-2%	-2%	2%	2%	-3%	-2	/	0%	-7%	1%	3
CCN(c1ccccc1)S(=O)(=O)c1ccc(Cl)c(NC(=O)CN2C(=O)NC3(CCCC3)C2=O)c1	1%	/	0%	-2%	6%	10	1%	-2%	3%	0%	9
O=C1C(Cl)=C(NS(=O)(=O)c2ccc([N+](=O)[O-])cc2)C(=O)c2ccccc21	?	/	4%	-9%	?	2	?	9%	-2%	-1%	24
O=C(NCc1ccco1)C1CC(c2c(Cl)cccc2Cl)=NO1 (stereo unspecified)	-8%	-15%	5%	24%	6%	-6	10%	6%	0%	/	7
Cc1c(CC(=O)N[C@@H](C)C(=O)O)c(=O)oc2cc3oc4c(c3cc12)CCCC4	-6%	-13%	1%	/	0%	-4	6%	68%[activator]	3%	0%	3
C/C(=N\NC(=O)c1ccccc1NC(=O)c1ccc(Cl)cc1)c1ccncc1	?	12%	1%	-34%	1%	-1	-4%	-2%	-11%	13%	-8
Cc1cccc([N+](=O)[O-])c1C(=O)O	2%	/	-1%	/	-11%	9	/	-3%	-14%	/	24
CCn1ncc(-c2cc(C(=O)O)no2)c1C	-3%	1%	0%	14%	4%	5	3%	6%	3%	-1%	7
CN(CC(=O)Nc1c(Cl)cccc1Cl)CC(=O)N(C)C1(C#N)CCCCC1	-2%	/	-2%	/	2%	0	/	1%	/	/	14
O=C(Nc1cccs1)Nc1c(F)c(F)cc(F)c1F	-4%	18%	4%	0%	2%	2	-4%	7%	1%	0%	-3
CN(CCc1cn[nH]c1)Cc1nc(Cc2ccccc2F)no1	-2%	2%	2%	-4%	6%	7	0%	1%	-4%	1%	-3
COc1ccc(OC)c(C2=NS(=O)(=O)N(C)C(C(=O)Nc3cccc(C(C)=O)c3)=C2)c1	-10%	?	-1%	1%[0.46 µM]	7%	1	?	?	2%	0%	-12
CC1C(=O)N2CCCc3cc(S(=O)(=O)Nc4ccccc4F)cc1c32 (stereo unspecified)	?	/	1%	/	12%	-1	/	4%	6%	/	-2
COc1ccc(Cn2ccnc2CO)cc1[N+](=O)[O-]	?	16%	0%	-15%	-4%	-7	-17%	3%	-6%	0%	-3
CCN(c1ccccc1)S(=O)(=O)c1ccc2[nH]c(=O)c(=O)[nH]c2c1	4%	18%	2%	10%	-3%	-4	?	-3%	-4%	-2%	-5
O=C(CN1CCN(S(=O)(=O)c2cccs2)CC1)N1CCCCC1	3%	/	0%	/	-28%	1	/	-2%	4%	/	-16
Cc1ccc(CC2S/C(=C(/C#N)C(=O)N3CCOCC3)N(c3ccccc3)C2=O)cc1 (stereo unspecified)	?	1%	4%	-2%	-6%	-15	3%	3%	-5%	/	-1
Cc1c(C2(O)CCCCC2)[nH]c2ccc(C#N)cc12	2%	/	-2%	/	-4%	13	/	-9%	/	/	-1
COCCN1Cc2cccc(C(=O)N3CCN(c4cc(C)ccc4C)CC3)c2C1=O	8%	-7%	?	-3%	14%	-11	-6%	5%	4%	1%	2
N#Cc1ccccc1NC(=O)CC1c2ccccc2Oc2ccccc21	?	-6%	6%	1%	4%	1	-2%	-1%	0%	-2%	-10
O=C(O)C1CSC2(CCN(Cc3ccccc3)CC2)N1 (stereo unspecified)	5%	10%	-1%	-5%	-3%	4	-2%	2%	-2%	0%	6
O=C(NCc1ccccc1Cl)c1ccc(S(=O)(=O)N2CCCC2)cc1	-1%	/	0%	/	20%	-5	/	2%	0%	/	3
CC(=O)c1cc2c(cc1NC(=O)CN(C)S(=O)(=O)c1cccs1)OCO2	-2%	/	-2%	/	-7%	-1	/	75%[activator]	/	/	-13
More compounds follow:
SMILES	Chronic BCR inh	Menin MLL FP TR	USP2a block	PKM2 activator	Eya2 phos inh	hERG WT inh	MBNL1 CUG block	S-ASM inh	Mito fusion yeast	GALK inhibitor	TSHR antag
C#CCNC(=O)C1=C[C@H](C(C)(C)C)C[C@H](OCc2ccc(CO)cc2)O1	0%	-22%	-3%	-1%	-6%	4	12%	-1%	-3%	2%	13
COc1cc(Cl)ccc1OCc1cc(C(=O)N2C[C@H]3CC[C@H]2C3)no1	0%	/	1%	-6%	-2%	3	-5%	3%	-1%	-9%	2
O=C(CCn1cnnn1)Nc1ccc(Cl)c(Cl)c1	-18%	-3%	1%	10%	6%	-1	-4%	-1%	-6%	-3%	-26
O=C1C=C(c2cccc3c2Oc2ccccc2S3)C[C@@H](c2ccc(Cl)cc2)C1	-3%	/	-1%	/	1%	13	/	-1%	11%	/	-1
CCOC(=O)C1=NN(c2ccc(C)cc2)C2(S1)SC(C(C)=O)=C(C)N2c1ccccc1 (stereo unspecified)	0%	2%	3%	1%	-12%	-1	-4%	0%	-11%	0%	-8
CCn1c(SCC(=O)NNC(=O)c2ccc(OC)cc2)nnc1-c1ccco1	16%	?	-1%	-8%	0%	-5	?	-3%	-2%	-1%	-4
CCN(CC(=O)Nc1c(F)cccc1F)C(=O)c1cccc(-n2cnnn2)c1	0%	/	-1%	/	13%	-1	/	2%	-3%	/	12
C[N+]12CCCCC1C(COC(=O)c1ccc3c(c1)OCO3)CCC2 (stereo unspecified)	?	1%	5%	-6%	8%	0	-3%	2%	-3%	-3%	17
O=c1c(Oc2ccccc2Br)c(C(F)(F)F)oc2c(CN3CCCC3)c(O)ccc12	?	5%	-1%	2%	-16%	-1	9%	12%	-9%	0%	9
O=C(NCC1CCCO1)C(c1ccncc1)N(Cc1cccs1)C(=O)CN1C(=O)c2ccccc2S1(=O)=O (stereo unspecified)	-13%	?	-1%	1%	-8%	-1	7%	-1%	3%	0%	5
C/C(=N\NC(=O)CCn1nnc2ccccc21)c1ccco1	-6%	/	0%	1%	2%	-12	3%	2%	-3%	1%	2
CCNC(=O)COC(=O)c1ccc(S(=O)(=O)N2CCCCCC2)cc1	-1%	4%	2%	12%	-9%	21	2%	-3%	-3%	-2%	-3
COCc1c(C(N)=O)nnn1-c1nonc1N	4%	/	0%	-9%	0%	-18	13%	0%	1%	-2%	12
Cn1c(SCC(=O)NCc2ccc3c(c2)OCO3)nc2c(c1=O)SCC2	-6%	/	-8%	0%	-8%	6	5%	0%	0%	8%	8
CCOc1ccc(OC(=O)c2ccc3c(=O)n4c(nc3c2)CCC4)cc1	1%	/	1%	/	-24%	3	/	-13%	4%	/	-9
O=C(Cc1ccc(Cl)cc1)Nc1ccccc1Sc1ccccc1	-5%	?	4%	0%	3%	6	4%	-8%	?	0%	-19
O=C(Nc1ncnc2sc3c(c12)CCCCC3)c1ccc(F)cc1	?	17%	4%	-2%	-16%	-2	53%[activator]	-7%	1%	0%	-10
CC(C)NC(=O)CCn1c(=S)oc2ccccc21	-4%	-3%	2%	1%	13%	7	-4%	6%	-4%	-1%	2

Source: PubChem
